# Screening results deposited in PubChem BioAssay by The Scripps Research Institute Molecular Screening Center.
# CHO-K1 Ca ag: counter-screen for M1 agonists: effect in parental CHO-K1 cells; AID 602248; activation, % at 3 µM; Fluo-8 calcium fluorescence; scaled to maximal ATP response, vehicle zero; 0.48% of 360,000 active; in the data active = activation above about 15%;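 note: untransfected CHO-K1 host cells lacking M1 receptor as counterscreen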
# M1 PAM parental: M1 PAM counterscreen hit in parental CHO-K1 cells; ATP EC20, Fluo-8 calcium fluorescence; 0% at ATP EC20, 100% at ATP max; 0.02% of 360,000 active; AID 602247; activation, % at 3 µM;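 active = activation above the run cutoff, the mean activation of all test compounds plus 3 SD, cut at about 40% in these data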;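 note: peak over basal fluorescence ratio in a 140 s read after ATP addition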
# CHRM5 agonist: agonists of human muscarinic M5 receptor (CHRM5) | 0.19% of 360,000 active | AID 624037 | CHO-K1 hM5 cells, Fluo-8 calcium fluorescence; 0% DMSO wells, 100% maximal acetylcholine response | activation, % at 3 µM | P08912;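 active = activation above the run's mean over test compounds plus 3 SD, cut at about 23% in these data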;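 note: signal is peak over basal fluorescence ratio across the kinetic read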
# Target sequence (P08912 whole entry, looked up): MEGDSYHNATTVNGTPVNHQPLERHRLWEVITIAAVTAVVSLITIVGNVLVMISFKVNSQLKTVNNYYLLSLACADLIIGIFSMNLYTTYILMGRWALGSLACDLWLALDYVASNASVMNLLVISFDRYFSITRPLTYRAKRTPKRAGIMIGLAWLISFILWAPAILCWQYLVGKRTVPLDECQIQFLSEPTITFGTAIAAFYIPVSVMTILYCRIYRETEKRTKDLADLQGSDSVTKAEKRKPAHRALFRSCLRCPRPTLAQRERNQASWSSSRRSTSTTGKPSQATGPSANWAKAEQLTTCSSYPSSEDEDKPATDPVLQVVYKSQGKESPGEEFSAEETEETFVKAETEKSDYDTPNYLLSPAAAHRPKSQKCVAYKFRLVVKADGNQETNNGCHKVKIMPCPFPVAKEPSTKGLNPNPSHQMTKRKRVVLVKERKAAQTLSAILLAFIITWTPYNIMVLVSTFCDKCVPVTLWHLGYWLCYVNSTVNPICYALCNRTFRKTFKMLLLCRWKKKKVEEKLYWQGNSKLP
# CHO-K1 Ca antag: nonselective inhibitor or artifact in parental CHO-K1 cells; 0.6% of 360,000 active; inhibition, % at 3 µM; ATP-induced calcium, Fluo-8 fluorescence;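 active = inhibition above a per-plate cutoff, the plate's mean sample inhibition plus 3 SD, cut at about 24% in these data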;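 note: 0% = DMSO plus EC80 ATP and 100% = DMSO alone without ATP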
# CHRM4 antagonist: antagonists of human muscarinic M4 receptor (CHRM4); inhibition, % at 3 µM; AID 624125; 0.73% of 360,000 active; CHO-hM4 cells, ACh EC80, Fluo-8 calcium fluorescence;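 active = inhibition above its plate's cutoff, the mean inhibition of sample wells plus 3 SD, cut at about 27% in these data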;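 note: 0% = acetylcholine EC80 with DMSO and 100% = DMSO without agonist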
# Target sequence (P08173 whole entry, looked up): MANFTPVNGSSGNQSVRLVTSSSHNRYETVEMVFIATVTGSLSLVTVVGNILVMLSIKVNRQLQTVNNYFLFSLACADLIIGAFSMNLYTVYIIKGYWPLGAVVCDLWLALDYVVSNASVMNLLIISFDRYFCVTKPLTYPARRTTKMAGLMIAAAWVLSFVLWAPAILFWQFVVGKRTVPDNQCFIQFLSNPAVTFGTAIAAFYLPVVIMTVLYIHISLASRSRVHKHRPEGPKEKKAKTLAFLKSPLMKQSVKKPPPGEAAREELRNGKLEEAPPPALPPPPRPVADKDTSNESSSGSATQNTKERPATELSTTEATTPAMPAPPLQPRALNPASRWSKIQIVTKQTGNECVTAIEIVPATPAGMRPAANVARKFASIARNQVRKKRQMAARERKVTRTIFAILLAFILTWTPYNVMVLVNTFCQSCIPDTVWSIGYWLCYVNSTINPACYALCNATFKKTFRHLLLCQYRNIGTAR
# CHRM5 antagonist: blocks acetylcholine activation of human M5 receptor | AID 624040 | P08912 | CHO-hM5 cells, Fluo-8 calcium fluorescence, ACh EC80 | inhibition, % at 3 µM | 0.59% of 360,000 active;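 active = inhibition above a per-plate cutoff, the mean of that plate's test compounds plus 3 SD, cut at about 27% in these data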;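 note: 0% = acetylcholine EC80 with DMSO and 100% = DMSO without agonist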
# CHRM5 PAM: potentiates acetylcholine response at human M5 receptor. P08912. CHO-K1 hM5, Fluo-8 calcium, ACh EC20 PAM; 0% = ACh EC20, 100% = ACh EC100. activation, % at 3 µM. 0.3% of 360,000 active;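 active = activation above the run cutoff, the mean activation of all test compounds plus 3 SD, cut at about 18% in these data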
#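 Probe or stimulus: acetylcholine, EC20 level; Assay system: human M5 receptor in CHO-K1 cells; Schedule: compound preincubation 140 s before EC20 acetylcholine addition; Technique: intracellular calcium via Fluo-8 fluorescence; Dosing: single-point, 3 µM nominal; Read-out basis: percent activation from peak-over-basal fluorescence ratio, scaled EC20-to-EC100 acetylcholine; Repeats: one well per compound, no replicates.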
# CHRM4 agonist: agonists of human muscarinic M4 receptor (CHRM4); CHO-K1 hM4/Gqi5, Fluo-8 calcium fluorescence; vehicle 0%, full acetylcholine response 100%; activation, % at 3 µM; 0.14% of 360,000 active;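 active = activation above the run mean over all test wells plus 3 SD, cut at about 32% in these data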;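 note: peak over basal fluorescence ratio per well then scaled between controls; 0% = DMSO wells and 100% = acetylcholine at EC100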
# CHRM4 PAM: potentiates acetylcholine response at human M4 receptor; 0.4% of 360,000 active; AID 624126; CHO-K1 hM4/Gqi5, Fluo-8 calcium fluorescence, ACh EC20; 0% = ACh EC20, 100% = maximal ACh; activation, % at 3 µM;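 active = activation above its plate's cutoff, the mean activation of sample wells plus 3 SD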; note: some results filed as inactive read as strong as hits
# * marks the source's active call; other numbers are inactive results; . = no result given.
SMILES,CHO-K1 Ca ag,M1 PAM parental,CHRM5 agonist,CHO-K1 Ca antag,CHRM4 antagonist,CHRM5 antagonist,CHRM5 PAM,CHRM4 agonist,CHRM4 PAM
COc1cc(C2(c3ccc(O)c(OC)c3)C(=O)Nc3c(C)cc(Br)cc32)ccc1O,0.9,-23,5,13,22,3,8,7,-5
OC1CCCCC1Sc1nc2ccccc2s1 (centres undefined),0.7,12,2,-5,-7,0,-2,1,1
COc1ccc(CNCCNC(=O)c2ccco2)c(OC)c1OC,0.5,14,-1,-2,-1,-4,3,1,7
CS(=O)CSc1nc2c(cc1C#N)CCCC2 (centres undefined),-0.1,-1,-4,-4,58*,22,-24,1,-16
CCCNC(=S)NC1CC2CCCC(C1)N2Cc1ccc(F)cc1 (centres undefined),-0.7,2,-21,0,15,-3,-9,-1,-8
CCC(C)c1ccc(N(CC(=O)NC(C)(C)C)C(=O)CNC(=O)c2cccs2)cc1 (centres undefined),2.7,-10,-2,7,-2,-3,1,1,-4
Cc1nn(-c2nnc(NC3CCCCC3)nn2)c(C)c1Br,1.4,20,-6,-1,23,18,-2,3,-1
CCCN=C1N(C)C[C@@H]2[C@@H]3C(=O)N(C)C(=O)[C@@H]3[C@](Cc3ccccc3)(C(=O)OC)N12,0.0,6,0,1,8,1,0,0,-5
Cc1[nH]c(SCC(=O)Nc2cc(S(C)(=O)=O)ccc2Cl)nc1Cc1ccccc1,13,2,0,-10,1,12,-10,7,0
COCCn1c(CN2CCN(c3ccc(OC)cc3)CC2)nc2c1c(=O)n(C)c(=O)n2C,0.1,4,-1,-6,10,5,-6,1,4
Cc1cccc(-n2ncc3c2CCCC3NC(=O)CCN2CCCCO2)c1C (centres undefined),7.8,2,1,4,6,17,-8,6,-7
c1ccc(-c2cn3c(n2)CCc2ccc4cccnc4c2-3)cc1,4.2,9,-3,0,5,-8,0,0,-2
O=C(Cc1c(F)cccc1Cl)NCCN1CCOCC1,0.1,-11,-4,-5,1,1,-1,0,-10
Cc1ncc([N+](=O)[O-])n1S(=O)(=O)c1ccc2c(c1)OCCO2,0.5,13,6,-6,-6,-1,4,2,0
COc1ccc2nc(N3CCC(O)CC3)c(C#N)cc2c1,1.5,14,-5,2,-5,5,-1,6,-4
Cc1ccc(C)c(NC(=O)CN(C)C(=O)c2cccc(-n3cccc3)c2)c1,0.3,-5,-2,1,-18,2,1,2,2
Cc1ccccc1C(=O)N(C)[C@H]1C[C@H]2c3[nH]c4ccccc4c3CCN2C(=O)[C@H]1[C@H](C)O,1.6,-2,3,8,-4,9,-5,12,-5
CCCCCCSc1cc(C)nc2ncnn12,7.9,12,5,-2,-19,4,-15,23,-11
CCOc1ccc(NC(=O)CN(C)C(=O)c2ccccc2SCC(=O)N2CCCC2)cc1OCC,2.7,9,2,-3,-14,4,-9,11,-1
CCC1c2ccc(C)n2CCN1C(=O)Nc1ccccc1C(=O)OC (centres undefined),0.9,10,-2,-2,13,5,0,0,-6
Cc1ccc(NC(=O)CN(C)C(=O)COc2cccc3cccnc23)cc1,0.2,18,-1,-15,0,2,1,1,-1
Cc1c(C(=O)N2CCc3ccccc3C2)oc2ccccc12,-0.5,-28,-3,20,2,5,6,-2,-1
CC(=C\c1ccccc1)/C=C1/SC(=S)N(CCCC(=O)O)C1=O,0.5,-4,-1,-8,9,13,-4,1,-4
CCN(CC)c1nc(Nc2ccccc2)nc(Oc2ccc(C(=O)OC)cc2)n1,0.4,17,-4,-13,6,9,-1,-1,-1
COc1ccccc1CCNC(=O)C(=O)NCC1OCCN1S(=O)(=O)c1cccs1 (centres undefined),5.9,15,3,-5,-2,-6,5,4,0
SMILES,CHO-K1 Ca ag,M1 PAM parental,CHRM5 agonist,CHO-K1 Ca antag,CHRM4 antagonist,CHRM5 antagonist,CHRM5 PAM,CHRM4 agonist,CHRM4 PAM
CC(C)Cn1c(N)c(C(=O)COC(=O)c2ccc(O)cc2)c(=O)n(C)c1=O,4.0,6,2,-6,-4,-3,-1,15,0
Cc1ccc(C)c(CSc2nc3[nH]ncc3c(=O)[nH]2)c1,5.5,4,4,13,3,2,-4,5,-2
O=C(Cc1ccc([N+](=O)[O-])cc1)Nc1nnc(C2CC2)s1,10,14,8,-2,3,-7,-3,2,-1
C/C(CC(=O)NCCCN1CCOCC1)=N\NC(=O)COc1cccc2ccccc12,0.7,20,-3,-7,1,-5,2,1,-5
CCOC(=O)CSc1nc(C)c(C(C)=O)cc1C(N)=O,0.5,21,-3,-14,-3,-5,-8,1,0
O=C(Oc1cccc2ccccc12)C1CC1,0.4,4,3,-4,-8,5,-1,-1,0
CCOC(=O)C1C(=O)CC(=O)CC1CC(C)SCC (centres undefined),0.3,4,-2,3,5,7,2,0,6
CC(C)(C)NCCC(O)c1cc(C(F)(F)F)nc2c(C(F)(F)F)cccc12 (centres undefined),4.3,5,4,-3,-2,3,5,14,-3
CC(O)(c1cccc(F)c1)c1nc(-c2cccc(C#N)c2)cs1 (centres undefined),0.5,8,-1,-7,-11,7,-7,2,2
O=C(CN1CCCc2ccccc21)Nc1cccc(S(=O)(=O)N2CCCC2)c1,2.3,10,-1,-8,-1,5,-2,3,-2
O=C(NC(O)C(=O)c1cccs1)c1cccnc1 (centres undefined),0.3,9,2,-5,-3,-10,2,0,13
COCCNC(=O)CSc1ccc(Cl)cc1,0.2,15,-2,-1,-9,-14,7,3,7
COCCNC(=O)c1c(N)n(-c2cccc(C)c2)c2nc3ccccc3nc12,2.7,6,0,-5,5,8,-11,14,-6
CN1C=C/C(=C\c2cc[n+](C)c3ccccc23)c2ccccc21,0.0,15,-4,-13,0,6,4,2,13
O=C(CCc1ccccc1Cl)Nc1cc(S(=O)(=O)N2CCOCC2)ccc1N1CCCC1,-0.3,-7,-7,7,-6,3,0,5,-1
CC(C)(CNC(=O)c1ccc(NS(=O)(=O)c2ccc(F)c(F)c2)cc1)N1CCOCC1,0.5,8,1,-1,-13,-3,6,2,0
NC(=O)c1cccc(-c2csc(C(O)c3cccc(Cl)c3)n2)c1 (centres undefined),1.5,10,4,-6,-13,-7,-4,11,-2
O=C(NCc1cccs1)c1ccccc1[N+](=O)[O-],0.8,24,-1,-4,10,1,1,0,-3
CCOC(=O)c1c(NC(=O)CC2SC(=NC)N(C)C2=O)sc(C)c1C (centres undefined),0.5,24,-3,-4,-8,1,1,0,5
Cn1nc(C(F)(F)F)cc1C(=O)O,0.8,26,4,-13,-3,-4,11,.,-9
O=S(=O)(NCc1cccnc1)c1ccc(Br)c2ccccc12,5.0,7,-1,-13,-2,5,-3,2,0
COC(=O)c1cccnc1SCc1ccccc1,-0.1,10,-1,-7,-6,1,1,-3,-2
COc1ccc(-n2nc(C(=O)NCC(=O)NC(C)C)c3ccccc3c2=O)cc1OC,4.8,4,0,7,10,11,-7,15,-8
COc1ccc(CNC(=O)C2CCN(S(=O)(=O)c3cccc4nonc34)CC2)cc1,9.7,27,-2,-15,-2,10,1,2,0
CC1CC(C)CN(C(=S)Nc2ccc(OC(F)F)cc2)C1 (centres undefined),2.4,23,-2,-10,9,-6,0,0,-10

# Another view of part of the listing above.
SMILES	CHO-K1 Ca ag	M1 PAM parental	CHRM5 agonist	CHO-K1 Ca antag	CHRM4 antagonist	CHRM5 antagonist	CHRM5 PAM	CHRM4 agonist	CHRM4 PAM
CC(C)Cn1c(N)c(C(=O)COC(=O)c2ccc(O)cc2)c(=O)n(C)c1=O	4.0	6	2	-6	-4	-3	-1	15	0
NC(=O)c1cccc(-c2csc(C(O)c3cccc(Cl)c3)n2)c1 (centres undefined)	1.5	10	4	-6	-13	-7	-4	11	-2
CC1CC(C)CN(C(=S)Nc2ccc(OC(F)F)cc2)C1 (centres undefined)	2.4	23	-2	-10	9	-6	0	0	-10

# More compounds:
SMILES,CHO-K1 Ca ag,M1 PAM parental,CHRM5 agonist,CHO-K1 Ca antag,CHRM4 antagonist,CHRM5 antagonist,CHRM5 PAM,CHRM4 agonist,CHRM4 PAM
COc1ccc(C(C)=O)cc1COc1ccc(Cl)c(C)c1,0.1,11,-8,-7,-4,4,-1,-2,-22
C=CCn1c(C)cc(C(=O)CSc2nnc(Cc3ccccc3)o2)c1C,0.7,9,-4,-7,-3,-2,1,2,3
Cc1ccc(CN2C(=O)C(C)Sc3ccc(C#N)cc32)cc1 (centres undefined),-0.7,3,-3,-2,-3,-3,-2,-1,0
O=C1CC(NNc2nc3ccccc3s2)C(=O)N1c1ccccc1 (centres undefined),3.0,10,1,-2,3,0,-10,12,0
Cc1nc2ccc(NC(=O)C3(C)CCCN(C(C)C)C3)cc2o1 (centres undefined),0.6,27,1,-16,-10,-2,0,1,8
COc1ccc(-c2nn(-c3ccccc3)cc2C(=O)N2CCN(C(=O)c3ccco3)CC2)cc1,-0.7,-17,-5,6,1,18,3,2,1
CCc1ccc(S(=O)(=O)/N=C2\C=C(Nc3ccc(O)cc3)C(=O)c3ccccc32)cc1,-1.3,-12,-9,-15,4,14,-11,-1,-3
Cc1cc(C(=O)NNc2ccc(Cl)cc2)no1,0.0,-11,3,2,10,1,1,1,-4
Cc1ccccc1Nc1c(-c2cccnc2)nc2cccc(C)n12,0.6,10,-13,-9,1,10,-1,2,-2
CCOC(=O)C1=CC[C@@H](c2ccccc2)N(S(=O)(=O)c2ccc(C)cc2)[C@H]1c1ccc(CC)cc1,3.1,9,1,11,-17,1,-1,1,1
CCc1nc2ccc(C(=O)NCCN3CCNC3=O)cn2c1N(C)CCC(C)C,0.9,13,-8,-5,-14,17,0,2,-2
CCOCC(=O)Nc1ccc(S(=O)(=O)NCC2CCCO2)cc1 (centres undefined),0.7,-19,5,9,1,1,6,1,-2
O=C(N/N=C/c1cccnc1)c1[nH]ncc1Br,2.5,10,1,-9,8,3,0,1,-5
CCOC(=O)c1c(NC(=O)CSc2ncn[nH]2)sc(C(=O)N(C)C)c1C,0.6,3,-4,-3,1,3,-6,0,17
CCn1nc(C)c(Br)c1-c1nc(CS(=O)(=O)c2ccc(F)cc2)no1,0.3,8,-4,-18,-18,9,-10,4,11
Cc1ccc(NC(=O)c2cc(C(=O)c3cc(Cl)ccc3O)cn(-c3ccc(C)cc3)c2=O)cc1,0.2,24,-5,-6,-17,-3,2,2,5
COc1ccccc1NC(=O)N1CCN(C)CC1,1.6,18,-1,-19,6,-3,3,3,8
CCNC(=O)/C(C#N)=C/c1c(N2CCOCC2)nc2ccccn2c1=O,0.6,13,0,-10,-2,-7,4,2,3
COc1ccc(S(=O)(=O)N2CCC(C(=O)N3CCOCC3)CC2)cc1OC,0.1,19,-1,-24,-13,-2,3,1,14
O=C(COC(=O)c1cccc(-n2cnnn2)c1)Nc1c(Cl)cccc1C(F)(F)F,4.3,-9,-6,11,-2,5,-1,2,2
Cc1cccc(NC(=O)c2ccc(OCc3c(C)noc3C)cc2)c1C,-0.1,-18,0,4,-11,7,-3,1,9
Cc1ccc(NC(=O)c2sc3nc(C)nc(N4CCN(c5ccccn5)CC4)c3c2C)c(C)c1,1.5,2,-6,-1,0,11,-10,3,-19
CCn1cnc2c1c(=O)n(CC(=O)NCC(C)C)c(=O)n2Cc1ccccc1,1.5,13,-4,-12,-2,10,-1,1,-1
COc1ccc(NC(=O)c2cc(S(=O)(=O)N(Cc3ccccc3)c3ccccc3)ccc2Cl)cn1,2.6,26,-5,-5,5,3,-8,2,-8
COc1ccc2sc(N(CCCN(C)C)C(=O)c3ccc(S(=O)(=O)N4CCc5ccccc5C4)cc3)nc2c1,8.6,9,-2,17,-13,-3,3,7,11
